Screening results from PubChem BioAssay.
M17LAP inhibition = P. falciparum M17LAP inhibitors, primary screen, biochemical, fluorogenic H-Leu-NHMec substrate, 1536-well (AID 1619) | recombinant M17LAP, H-Leu-NHMec fluorogenic kinetic assay; higher % means a stronger effect | inhibition, % at 30 µM, or IC50 in µM where a hit was titrated | actives 0.38% (n = 220,000);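 active means compound inhibiting the enzyme by more than half at any dose during confirmatory dose-response retesting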;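 further: plate controls were full reaction with DMSO carrier for no effect and no enzyme background for full effect; strong numbers were not always called active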
NOD1 inhibition = NOD1 signaling inhibitors, primary screen, cell-based, luminescence, uHTS (AID 1578). NOD1-driven NF-kB luciferase reporter cells, luminescence; higher % means a stronger effect. inhibition, % at 4 µM, or EC50 in µM where a hit was titrated. actives 1% (n = 290,000); in the data active means inhibition mostly above about 36%, no sharp cut-off; inactive means mostly below about 34%;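 further: HEK-293T reporter cells stimulated with the NOD1 agonist gamma-tri-DAP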
Insulin prom up = MIN6 insulin promoter up-regulation; actives 0.3% (n = 190,000); AID 1625; MIN6 insulin promoter-GFP reporter, high-content imaging; stronger effect = higher value; z-score at 5 µM;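 active means z-score above 3 at 5 µM with at least 500 cells counted in the well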
MT stabilize HCS = microtubule stabilization, imaging screen; HeLa tubulin immunostaining HCS, 24 h; share of cells brighter than vehicle mean+2SD; % tubulin-high responders, % at 10 µM; actives 0.83% (n = 200,000); AID 2205;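 active means plate Z-score above 3 for both tubulin-high and condensed-nucleus cell shares, with cell loss under 80%, at 10 µM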;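 further: anti alpha tubulin signal scored within the nucleus-defined area of each cell; some results filed as inactive read as strong as hits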
Dynein transport = blocks dynein driven cargo transport along microtubules | actives 0.47% (n = 220,000) | 3617.4 mouse cells, GR-EGFP nuclear translocation imaging; test concentration mostly 20 µM; stimulated with dexamethasone, 1 µM; stronger effect = lower value | z-score, hits read low | AID 1381;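 active means plate z-score of nuclear minus cytoplasmic receptor signal below a set negative limit, without overly bright fluorescence or cell loss, cut at about -3.5 in these data, passing the limit was not always enough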;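 further: z-score of nuclear minus cytoplasmic ring GR-EGFP intensity difference per well; some compounds called inactive have numbers as strong as hits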
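Schedule: 48 h induction, then 1 h compound, then 30 min agonist, 37 °C. Buffer or medium: tetracycline-free induction medium containing charcoal-stripped FBS. Reagent: 1.0 µM final dexamethasone stimulus. Evaluation: nuclear versus cytoplasmic GR-EGFP signal, averaged per well. Signal: high-content fluorescence imaging after fixation.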
Yfh1-depleted yeast = enhancers of respiration in Yfh1-depleted yeast, dose response, Friedreich's ataxia, plus single-dose screen (AID 1465) | S. cerevisiae Yfh1-off respiration, WST-1 reduction, 72 h; higher fold induction means a stronger effect | fold induction at 50 µM, or EC50 in µM where a hit was titrated | actives 0.074% (n = 220,000);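 active means fold induction of absorbance versus untreated yeast above a set limit, then at least 30% activation at any dose in follow-up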;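 further: activators that raise dye reduction in frataxin-depleted yeast; strong numbers were not always called active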
HEK293 NOD2/NF-kB = inhibition of NOD2-driven NF-kB reporter – cell-based, luminescence, uHTS, HEK293 (AID 1566) | HEK293 NOD2/NF-kB luciferase reporter, luminescence; higher % means a stronger effect | inhibition, % at 4 µM; hits with a dose series show EC50 in µM | actives 0.63% (n = 290,000); in the data active means inhibition above about 50%; further: many of its hits are not listed in these tables
Autophagy HCS = autophagy modulation, high-content screen; MEF GFP-LC3 puncta imaging; test concentration mostly 10 µM; AID 463193; actives 0.98% (n = 190,000); calls only at 10 µM (by protocol);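 active means percentage of spot-positive cells more than 3 SD above its plate mean, without a fluorescence outlier flag or 80% toxicity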;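 further: spot-positive cell cutoff set from DMSO-treated cells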
b-catenin transl = modulators of beta-catenin nuclear translocation; nuclear translocation activity, % at 5 µM; actives 0.3% (n = 190,000); HeLa beta-catenin nuclear translocation, immunofluorescence imaging;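 active means nuclear translocation activity above 50% at 5 µM, with a well cell count of 50 or more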;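 further: per-cell ratio of nuclear to cytoplasmic median beta-catenin stain intensity; plate controls were DMSO negative control for no effect and GSK-3 inhibitor IX positive control for full effect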
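Test system: human HeLa cells, endogenous beta-catenin. Times: 24 h compound exposure, 37°C. Measured by: beta-catenin immunofluorescence imaging with DAPI.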
Dynein transport cytoplasmic EGFP = further read-out of Dynein transport, marked with its call; z-score; measured here: cytoplasmic GR-EGFP intensity; stronger effect = higher value
Dynein transport nuclear GR-EGFP = second read-out of Dynein transport, no call of its own (marks repeat the call); z-score; measured here: nuclear GR-EGFP intensity;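 lower value marks the stronger effect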
Dynein transport cell count = second read-out of Dynein transport, no call of its own (marks repeat the call); z-score; measured here: cell count per field
Insulin prom up cell count = recorded beside Insulin prom up, whose call it bears; cell count; measured here: cytotoxicity, nuclei count;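 total cells summed across four imaged fields per well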
b-catenin transl cell count 5 µM = second read-out of b-catenin transl, no call of its own (marks repeat the call); cell count; measured here: cell count, cytotoxicity flag
MT stabilize HCS Hoechst-high % = further read-out of MT stabilize HCS, marked with its call; % Hoechst-high responders; measured here: nuclear condensation Hoechst responders;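 share of cells brighter than vehicle mean plus two SD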
MT stabilize HCS cytotoxicity % = also measured in MT stabilize HCS; calls as there; toxicity, %; measured here: cytotoxicity by cell density;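 0% = mean cell density of plate MIN control wells and 100% = no cells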
Autophagy HCS cell loss 18 h = recorded beside Autophagy HCS, whose call it bears; toxicity, %; measured here: cell loss, nuclei count;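 cell loss after 18 h compound exposure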
Starred values were filed as active, the others as inactive; i = inactive; · = not tested or not shown; + = active, no number.

SMILES	M17LAP inhibition	NOD1 inhibition	Insulin prom up	Insulin prom up cell count	MT stabilize HCS	MT stabilize HCS Hoechst-high %	MT stabilize HCS cytotoxicity %	Dynein transport	Dynein transport cytoplasmic EGFP	Dynein transport nuclear GR-EGFP	Dynein transport cell count	Yfh1-depleted yeast	HEK293 NOD2/NF-kB	Autophagy HCS	Autophagy HCS cell loss 18 h	b-catenin transl	b-catenin transl cell count 5 µM
O=C(COC(=O)[C@H](Cc1ccccc1)NC(=O)c1cccs1)Nc1ccccc1C(F)(F)F	3%	-7%	-0.42	1491	1.5	2.8	1.9	0.22	-0.2	0.23	-1.4	i	14%	i	4	0.4	1058
Cc1cccc(NC(=O)COC(=O)CNC(=O)C2CCCCC2)c1	14%	9%	0.84	1012	1.9	1.0	6.7	-1.3	-0.25	-0.43	1.1	i	-4%	i	-14	·	·
Cc1ccc(NN2C(=O)C=C(c3ccccc3)C2=O)cc1	-10%	18%	-0.21	1151	3.3	3.0	8.1	-4.5*	0.83*	-1.8*	-0.095*	i	-32%	i	-2	-0.9	1033
CC(=O)Nc1ccc(OCC(=O)c2cc(C)ccc2C)cc1	-25%	-35%	-0.2	910	1.2	1.7	1.3	-0.18	-0.21	0.12	0.91	i	-2%	i	-24	·	·
Cc1ccc(-c2nc3c4ccccc4ccn3c2CN2CCCCC2)cc1	3%	4%	0.06	991	·	·	·	-0.62	-0.26	0.076	0.96	i	-35%	·	·	2.0	1314
Cc1ccc(NC(=O)CNCC(c2ccccc2)N(C)C)cc1F (stereo not given)	11%	-1%	0.98	1074	·	·	·	-0.12	-0.071	0.75	-0.74	i	10%	·	·	0.3	1319
CCCCn1c(S(=O)(=O)O)nc2ccccc21	-61%	-10%	0.04	1812	2.5	2.7	23	-0.64	-0.25	-0.27	0.24	i	12%	i	2	0.0	1113
O=C(COc1ccc2c(c1)OCO2)Nc1ccccc1C(F)(F)F	-1%	-51%	0.38	1544	3.1	1.8	3.7	-0.17	-0.12	-0.16	-0.072	i	-54%	i	17	-0.8	1546
Cc1c(Br)cc(C(=O)NC2CCCCC2)c(C)c1C	8%	-4%	-0.34	1568	2.1	1.8	2.9	-0.71	-0.21	-0.98	0.32	i	5%	i	3	-2.2	1388
O=C1NC(Nc2ccccn2)(C(F)(F)F)C(=O)N1c1ccc(F)cc1 (stereo not given)	1%	-10%	-1	1342	2.8	2.3	4.0	0.58	0.024	0.49	-1.7	i	6%	i	4	-0.9	1025
CN(C)c1ccc(C2N(C(=O)N3CCOCC3)CCN2S(=O)(=O)c2ccccc2)cc1 (stereo not given)	5%	-8%	-0.01	1565	2.5	3.5	8.5	0.32	-0.074	0.5	0.75	i	13%	i	0	-1.4	1390
COc1ccccc1NC(=S)NCC1CCCO1 (stereo not given)	0%	-10%	·	·	2.4	2.6	9.6	-0.4	-0.34	-0.44	0.35	i	5%	i	-23	0.0	908
Cc1cc(C(F)F)n2ncc(C(=O)N3CCCCC3)c2n1	15%	-10%	0.16	1229	3.2	1.8	6.1	-0.56	-0.27	-0.44	0.44	i	-8%	i	5	-0.6	1255
CCCNC(=O)C1CCN(S(=O)(=O)c2cccc3nonc23)CC1	6%	-18%	-0.85	1271	1.5	1.1	4.0	0.34	-0.35	0.58	-0.095	i	9%	i	-1	-0.5	1081
CCC(=O)NC(Nc1cccc(C)n1)(C(F)(F)F)C(F)(F)F	11%	-19%	-0.64	1235	1.5	1.5	7.8	0.39	-0.21	0.0088	0.33	i	-4%	i	1	-5.2	1274
Cc1cc(NC(=O)COC(=O)c2ccco2)no1	-2%	-20%	-0.11	1510	5.3	1.8	9.8	-1	-0.33	-0.003	1.3	i	14%	i	11	0.3	1579
CCn1c2ccccc2c2cc(CN3CCN(S(=O)(=O)CC)CC3)ccc21	-3%	-27%	0.35	1428	3.7	1.8	5.0	-0.73	-0.26	-0.74	1.9	i	-1%	i	-4	1.6	1009
Cc1cc2n(n1)C(c1sccc1C)Nc1ccccc1-2 (stereo not given)	0%	-24%	0.43	1223	1.0	2.1	9.4	-0.13	-0.22	0.073	0.15	i	-2%	i	-14	-2.7	1048
O=C(Cc1cccs1)NCc1cccs1	13%	1%	·	·	3.9	2.0	4.8	-0.75	-0.21	-0.13	0.8	i	-20%	i	0	-0.2	1056
COCCN(CC(=O)NCc1ccccc1)C(=O)CCC(=O)Nc1ccccn1	2%	-22%	-0.61	1771	5.0	1.9	1.8	-0.29	-0.22	-0.77	1.1	i	-4%	i	-3	-0.5	1058

Pulled one by one from the list above:
SMILES	M17LAP inhibition	NOD1 inhibition	Insulin prom up	Insulin prom up cell count	MT stabilize HCS	MT stabilize HCS Hoechst-high %	MT stabilize HCS cytotoxicity %	Dynein transport	Dynein transport cytoplasmic EGFP	Dynein transport nuclear GR-EGFP	Dynein transport cell count	Yfh1-depleted yeast	HEK293 NOD2/NF-kB	Autophagy HCS	Autophagy HCS cell loss 18 h	b-catenin transl	b-catenin transl cell count 5 µM
O=C(COC(=O)[C@H](Cc1ccccc1)NC(=O)c1cccs1)Nc1ccccc1C(F)(F)F	3%	-7%	-0.42	1491	1.5	2.8	1.9	0.22	-0.2	0.23	-1.4	i	14%	i	4	0.4	1058
CC(=O)Nc1ccc(OCC(=O)c2cc(C)ccc2C)cc1	-25%	-35%	-0.2	910	1.2	1.7	1.3	-0.18	-0.21	0.12	0.91	i	-2%	i	-24	·	·
CN(C)c1ccc(C2N(C(=O)N3CCOCC3)CCN2S(=O)(=O)c2ccccc2)cc1 (stereo not given)	5%	-8%	-0.01	1565	2.5	3.5	8.5	0.32	-0.074	0.5	0.75	i	13%	i	0	-1.4	1390

(further entries)
SMILES	M17LAP inhibition	NOD1 inhibition	Insulin prom up	Insulin prom up cell count	MT stabilize HCS	MT stabilize HCS Hoechst-high %	MT stabilize HCS cytotoxicity %	Dynein transport	Dynein transport cytoplasmic EGFP	Dynein transport nuclear GR-EGFP	Dynein transport cell count	Yfh1-depleted yeast	HEK293 NOD2/NF-kB	Autophagy HCS	Autophagy HCS cell loss 18 h	b-catenin transl	b-catenin transl cell count 5 µM
CC(NC(=O)C1CCCCC1)c1ccc2c(c1)OCCO2 (stereo not given)	11%	-32%	·	·	2.3	3.1	8.2	-0.84	-0.26	-0.53	0.94	i	1%	i	-1	·	·
O=C(CSc1nc2ccccc2c(=O)n1CCCN1CCOCC1)Nc1cccc(S(=O)(=O)N2CCCCCC2)c1	-1%	13%	-0.26	1257	4.5	3.2	6.8	-0.16	0.012	-0.11	0.28	i	20%	i	-6	0.3	441
CC(=O)C1=NOC(CNC(=O)c2c(-c3ccccc3Cl)noc2C)C1 (stereo not given)	-1%	-1%	-0.02	1584	0.8	1.7	9.4	-0.53	-0.11	-0.089	0.56	i	10%	i	4	0.6	1343
O=C(O)c1ccc2c(c1)OCCO2	1%	11%	·	·	1.5	1.4	7.0	-0.59	-0.26	-0.16	0.78	i	17%	i	1	-3.2	1241
CCOCCCNC(=O)Cc1c(C(=O)O)[nH]c2ccc(Cl)cc12	11%	-12%	0.31	1165	9.2	1.6	4.8	0.47	0.0015	0.66	-1.3	i	13%	·	·	-2.7	1140
c1ccc(CSc2nnc(-c3ccco3)n2Cc2ccccc2)cc1	4%	-42%	0.01	1135	2.3	1.1	28	-0.49	-0.25	-0.37	-0.54	i	-99%	i	1	1.7	1158
O=S(=O)(c1ccccc1)C1CON(Cc2ccccc2)C1c1ccccc1 (stereo not given)	-11%	-31%	-0.67	1296	5.2	2.3	10	-0.15	-0.31	0.25	0.37	i	13%	i	7	1.2	1146
C=C(C)CSc1nncn1/N=C/c1ccc(OC)cc1	9%	-36%	-0.97	1102	2.8	2.0	8.9	-0.29	-0.21	-0.038	0.31	i	-43%	i	15	-4.1	777
CCCCn1nc2cc(C(=O)NCCCCc3ccccc3)ccc2c1OCC	4%	8%	-0.37	1628	8.5	3.6	0.4	-0.46	-0.2	0.27	-0.17	i	3%	i	2	1.6	1529
Cc1onc(-c2c(Cl)cccc2Cl)c1/C(N)=N/OC(=O)C1CC1	-3%	-10%	-0.7	1416	·	·	·	1.4	-0.27	0.89	-0.86	i	2%	·	·	0.7	1084
O=C(Nc1nnc(-c2ccccc2Cl)o1)c1ccco1	1%	·	·	·	1.4	1.1	5.4	-0.0051	-0.22	0.25	-0.51	i	-19%	i	7	·	·
O=C(C1CCCCC1)N1CCC(CO)(Cc2ccccc2Cl)CC1	0%	-35%	-0.37	1119	2.3	3.1	5.5	0.33	-0.23	0.031	0.14	i	6%	i	-10	1.8	1454
COc1ccc(S(=O)(=O)N2CCC(C(=O)N3CCCCCC3)CC2)cc1	-7%	14%	-0.29	927	2.1	2.9	7.7	-0.37	-0.2	-0.018	-0.03	i	1%	i	-2	1.9	1058
CCC(=O)Nc1ccc(C(=O)CSc2nc3ccc(C)cc3[nH]2)cc1	5%	-29%	-0.19	1536	2.9	2.0	4.2	-1.2	-0.24	-0.38	0.78	i	14%	i	10	1.5	1107
CSc1nn2cc(CCN3CCOCC3)c(-c3ccc(F)cc3)nc2c1C#N	-24%	-27%	0.12	1231	3.0	2.6	2.7	2.9	-0.12	1.7	-0.99	i	7%	+	14*	-2.8	1070
COc1ccc(CC2(CO)CCN(C(C)Cc3ccc(Cl)cc3)CC2)cc1 (stereo not given)	-2%	-22%	-2.3	1209	2.7	2.4	1.7	2.3	-0.17	1.4	-1.4	i	1%	i	29	-2.7	1160
CCOC(=O)C1=NN(C(C)=O)C2(CC(=O)N(c3cc(C)cc(C)c3)C2=O)C1 (stereo not given)	-6%	-10%	0.18	1290	2.2	2.0	2.1	0.27	-0.26	0.13	0.52	i	0%	i	9	-2.7	1052

A portion of the library; the hit share may differ from the screen's.
